SW480 rerep: inducers of DNA re-replication in SW480 colon cancer cells; SW480 DNA re-replication, Hoechst DNA content imaging, 48 h; Potency, µM (series often up to 46.1 µM), inactives show at the top dose re-replication activation, hits mostly activators; actives 1.8% (n = 340,000); further: potency means the concentration at half of the fitted maximal effect; % of control where 0% means no effect; nearly all actives have a fitted effect of over 55% in size
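First, 250 cells per well were seeded. Next, compound or vehicle (23 nL) was pinned in, plates sat 48 hr at 37 C. Finally Hoechst was added for 40 min before fluorescence scanning.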
KB-V1 MDR tox: kills drug-selected multidrug resistant KB-V1 cells; Potency, µM (titrated, usually from 46.1 µM), without a hit: top-dose activity change, negative = cytotoxicity, actives largely listed as cytotoxic; KB-V1 MDR cells viability, CellTiter-Glo, 72 h; actives 3.4% (n = 400,000); AID 1347076; further: potency means the concentration at half of the fitted maximal effect; on the % scale 0 is the no-effect control and ±100 the full control effect; nearly all actives have a fitted effect of over 60% in size
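KB-V1 cells (P-gp-expressing MDR subline of KB-3-1) in phenol-red-free DMEM with 10% FBS were exposed to library compounds over a concentration series for 72 h at 37 degrees C. Viability read by CellTiter-Glo luminescence; concentration-effect curves fitted after normalization.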
MCF10A rerep: DNA re-replication induction in MCF 10a cells; AID 624296; actives 2.9% (n = 350,000); MCF 10A DNA re-replication, Hoechst nuclear intensity, 48 h; Potency, µM (series often up to 46.1 µM), for inactives: at the highest dose activity, positive = re-replication, actives largely listed as activators; further: potency means the concentration at half of the fitted maximal effect; % of control where 0% means no effect; nearly all actives have a fitted effect of over 50% in size
DRD3 agonist: agonists of human D3 dopamine receptor; P35462; D3R DiscoveRx beta-arrestin cells, luminescence, 90 min; max activation, %; actives 0.58% (n = 410,000); AID 652048; in the data active means max activation above about 30%; further: 0% is about no effect; mostly tested at two doses, the higher about 12 µM
Target sequence (P35462 whole entry, looked up): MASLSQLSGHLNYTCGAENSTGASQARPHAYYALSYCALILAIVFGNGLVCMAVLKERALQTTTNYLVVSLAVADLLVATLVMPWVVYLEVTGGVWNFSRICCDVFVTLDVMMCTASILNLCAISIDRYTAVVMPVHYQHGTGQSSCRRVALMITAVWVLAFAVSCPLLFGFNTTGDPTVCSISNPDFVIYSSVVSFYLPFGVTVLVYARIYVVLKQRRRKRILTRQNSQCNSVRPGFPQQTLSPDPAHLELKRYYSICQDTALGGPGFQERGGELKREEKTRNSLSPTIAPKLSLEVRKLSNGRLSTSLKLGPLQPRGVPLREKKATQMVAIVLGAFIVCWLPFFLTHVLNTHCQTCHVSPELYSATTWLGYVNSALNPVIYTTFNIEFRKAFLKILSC
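Cells at 1500/well, incubated overnight, then treated with pinned compounds (dopamine as control) for 90 min at 37 degrees C. DiscoveRx reagent added for 30 - 60 minutes at room temperature; luminescence read.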
IL1B secr inh: inhibitors of inflammasome signaling (IL-1 beta secretion). THP-1 LPS/ATP IL-1B secretion, AlphaLISA, 16 h; active compounds read low. activity change, % at 57.5 µM. actives 4.7% (n = 360,000). AID 743279; in the data active means activity change below about -50%; inconclusive means mostly about -30% to -49%; further: on the % scale 0 is the no-effect control and ±100 the full control effect
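Secreted IL-1B measured by AlphaLISA bead assay after 16 h compound exposure of THP-1 cells; compounds (final up to 57.5 uM) added 1 h before LPS (250 ng/mL) and ATP (1.25 mM) stimulation; lower signal means less secretion.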
HT1080NT lethal: kills 2HG-producing HT-1080-NT fibrosarcoma cells; HT-1080-NT fibrosarcoma viability, CellTiter-Glo ATP luminescence, 48 h; Potency, µM (series often up to 46.1 µM), for inactives: at the highest dose activity, negative = less viability, most hits filed as cytotoxic; actives 1.6% (n = 360,000); AID 686970;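 further: NT is the 2HG producing partner of a matched IDH1 knockdown line; potency means the concentration at half of the fitted maximal effect; 0% = DMSO-treated cells and -100% = media-only wells without cells; nearly all actives have a fitted effect of over 55% in size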
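Fibrosarcoma NT cells, 750 per well in 5% FBS RPMI, were exposed to compound for 48 hours. Viability: CellTiter-Glo luminescence.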
KB-3-1 tox: KB-3-1 parental cell cytotoxicity; KB-3-1 viability, CellTiter-Glo ATP luminescence, 72 h; Potency, µM (series often up to 46.1 µM), for the others: at the highest dose activity change, negative = cytotoxic, hits mostly cytotoxic; actives 1.4% (n = 400,000); AID 1347075; further: potency means the concentration at half of the fitted maximal effect; on the % scale 0 is the no-effect control and ±100 the full control effect; nearly all actives have a fitted effect of over 60% in size
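Cells are dispensed, compounds pinned in, plates held at 37 °C for 72 h, then CellTiter-Glo is added and luminescence read after 10 minutes. Cell line: parental KB-3-1 in phenol-red-free DMEM, 10% FBS.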
HT1080 IDH1KD tx: toxicity to HT-1080 IDH1 knockdown cells (counter line); HT-1080 IDH1 knockdown viability, ATP luminescence, 48 h; Potency, µM (highest dose often 46.1 µM), for inactives: at the top dose activity, negative = toxicity, hits mostly cytotoxic; actives 2% (n = 360,000);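 further: potency means the concentration at half of the fitted maximal effect; 0% = DMSO wells and -100% = cell-free medium wells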
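Using the IDH1-knockdown HT-1080 line run in the same batch and compound series as the NT line, viability after 48 h at 37 °C was determined by CellTiter-Glo luminescence and expressed as % activity.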
GLP1R cytotox: cytotoxicity in counter-screen for GLP-1R inverse agonists | HEK293 cAMP-luciferase reporter cells, luminescence, 24 h | Potency, µM (highest dose often 38.3 µM), inactives show at the highest dose activity change, negative = inhibition, actives largely listed as inhibitors | actives 0.13% (n = 410,000);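 further: loss of luciferase light is scored as toxicity; potency means the concentration at half of the fitted maximal effect; on the % scale 0 is the no-effect control and ±100 the full control effect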
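Here, cytotoxicity is scored as loss of luminescence. The MLSMR collection was tested on cells seeded in medium containing 10% Nu serum, with a 24 hr compound exposure preceded by 12 hours of culture.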
An asterisk follows results filed as active; ? = inconclusive; nt = not tested or not shown; & = joins results of further samples; [ ] = remark or other dose. Unless noted, the call rests on the fitted dose curve; in most records, active means well fitted curve in the direction sought with a large enough effect; inconclusive means small, poorly fitted or top-dose-only effect, or another doubt; inactive means no such curve, though single readings can be large; an effect the other way counts as inactive or inconclusive.

SMILES	SW480 rerep	KB-V1 MDR tox	MCF10A rerep	DRD3 agonist	IL1B secr inh	HT1080NT lethal	KB-3-1 tox	HT1080 IDH1KD tx	GLP1R cytotox
Cc1ccc(NC(=O)C2CCCN(S(=O)(=O)c3cccnc3)C2)cc1C (stereo not given)	-3%	-4%	4%	-4	0	-1%	0%	-11%	-2%
COc1ccc(NCc2cc3cc4c(cc3n(CC(=O)Nc3ccc(F)cc3)c2=O)OCCO4)cc1	nt	-21%	nt	-2	nt	nt	8%	nt	6%
CCOc1ccc(C2/C(=C(/O)c3ccc(OC)cc3)C(=O)C(=O)N2c2cc(C)on2)cc1OC (stereo not given)	2%	9%	14%	5	21	-6%	-1%	-13%	2%
O=C(O)CCN1CC2([N+](=O)[O-])C=CC(=O)C([N+](=O)[O-])(C1)C2CC(=O)c1ccccc1 (stereo not given)	-15%	0%	10%	-2	6	16%	-2%	11%	-25%
C/C(=N\O)C(C)(C)Nc1cccc(F)c1	-10%	12%	7%	0	0	-11%	1%	8%	-8%
COc1cc2cc(C(c3nnnn3C3CCCC3)N3CCc4ccccc43)c(=O)[nH]c2cc1OC (stereo not given)	?	-3%	?	-2	17	-26%	1%	-19%	10%
CCCCOCCCNC(=O)Cc1cccs1	8%	10%	?	15	4	2%	8%	-1%	-11%
Cc1ccc(C)c(N2CCN(C(=O)c3ccc4nc(N5CCOCC5)sc4c3)CC2)c1	-2%	?	10%	4	23	1%	?	-13%	-10%
CCOc1ccc(-c2csc3ncn(-c4ccc(OC)cc4)c(=O)c23)cc1	3%	-22%	15%	1	?	-15%	-30%	-21%	-7%[0.307 µM]
Cc1cccc(OCc2nc(-c3cccnc3)no2)c1	0%	?	-1%	0	0	15%	?	12%	-8%[1.53 µM]
Cc1sc2c(c1C)c(=O)n(-c1ccc(Cl)cc1)c(=O)n2Cc1c(F)cccc1Cl	nt	0%	nt	0	nt	nt	3%	nt	-9%
O=C(/C=C(/c1ccc(Cl)cc1)n1cncn1)c1ccccc1	?	-9%	?	-2	-58*	-7%	6%	-10%	-15%
CCOc1ccc(C2C=C(c3cccc(OC)c3)Nc3nnnn32)cc1 (stereo not given)	nt	-17%	nt	-4	nt	nt	0%	nt	42%[activator]
Cc1nnc(SCC(=O)Nc2cc(C(C)(C)C)nn2-c2ccccc2)s1	-1%	-18%	?	-7	3	7%	-6%	1%	-9%
CCNC(=S)N(Cc1c(C)noc1C)c1ccccc1	0%	?	16%	-2	0	0%	-10%	2%	27%
Cc1ccc(/C=C/c2onc(C)c2S(=O)(=O)N2CCC(C(=O)NC(C)(C)C)CC2)cc1	2%	-2%	1%	0	12	-7%	-2%	1%	21%
COc1cc([N+](=O)[O-])c2nccnc2c1	-6%	?	-16%	3	-11	12%	2%	0%	1%
COc1ccccc1C(=O)NCCC(=O)NCC1CCCCC1	-5%	-2%	2%	-9	5	7%	-4%	0%	12%
Cc1n(CC(O)COCc2ccccc2)c2ccccc2[n+]1C (stereo not given)	-13%	17%	-3%	-22	-2	2%	1%	-10%	5%
O=S(=O)(NC(=NCc1ccccc1)c1ccccc1)c1ccc(Br)cc1	13%	nt	4%	2	-6	0%	nt	4%	10%
CCOc1ccc(N2CC(C(=O)NC3CCCC3)CC2=O)cc1 (stereo not given)	-11%	2%	-4%	2	14	27%	0%	19%	3%
CCOc1ccccc1NC(=O)c1c(NC(=O)c2cccc(C)c2)sc2c1CCC2	nt	2%	nt	9	nt	nt	0%	nt	7%
O=C(NCc1nnc2n1CCCCC2)c1ccc(Cl)cc1Cl	-3%	2%	-10%	-4	15	8%	22%	9%	3%
C=CCCC(=O)N1CCC(n2nccc2NC(=O)c2ccccc2C)CC1	-8%	nt	-3%	-1	6	-9%	nt	8%	-3%
CC1CCCC(C)N1C(=O)COC(=O)c1c[nH]c2ccccc12 (stereo not given)	-7%	1%	-8%	-1	-7	0%	-12%	0%	1%
Further entries follow.
SMILES	SW480 rerep	KB-V1 MDR tox	MCF10A rerep	DRD3 agonist	IL1B secr inh	HT1080NT lethal	KB-3-1 tox	HT1080 IDH1KD tx	GLP1R cytotox
CCOC(=O)c1c(C)[nH]c(C)c1C(=O)COC(=O)C1CC(=O)N(CCc2ccccc2)C1 (stereo not given)	-4%	0%	6%	-1	-6	2%	-8%	18%	17%
Cc1ccc2c(CN3CCOCC3)cc(=O)oc2c1	?	-2%	1%	5	-5	14%	2%	4%	0%
NC(=O)c1ccsc1NC(=O)c1ccc(S(=O)(=O)N2CCCC2)cc1	0%	?	0%	-1	-2	2%	-1%	-6%	-25%
Cc1ccccc1-c1nc2sc3c(c2c(=O)o1)CCC3	1%	9%	7%	4	71	20%	-5%	11%	22%
Cc1ccsc1C(=CCCN1CCC[C@@H](C(=O)O)C1)c1sccc1C	0%&3%	10%	-7%&-2%	13&1	-1	20%	0%	3%	4%
O=C(NS(=O)(=O)Oc1cccc(Cl)c1Cl)OC[C@@H]1CCCN2CCCCC12 (stereo not given in full)	-5%	1%	-2%	0	18	11%	0%	8%	1%
Cc1ccc(C)c(NC(=O)C(CC(=O)O)C2CCCO2)c1 (stereo not given)	0%	10%	0%	-4	-1	3%	-1%	0%	-21%
CC(=O)Nc1cccc(-c2ccnc3c2CC(C(=O)NCC2CCOCC2)O3)c1 (stereo not given)	nt	4%	nt	4	0	?	?	?	-5%
COc1ccc(C2OCC(C)([N+](=O)[O-])CO2)cc1 (stereo not given)	-4%	0%	0%	-1	8	1%	-16%	11%	-8%
Fc1ccc(N2CCN(Cc3cnc(Cl)s3)CC2)cc1	-1%	?	-1%	-9	9	-5%	-18%	-12%	9%
CN(C)CCN1C(=O)c2ccccc2C1=O	-10%	0%	13%	-8	45	-2%	0%	-1%	1%
CC(C)(C)c1ccccc1N=Cc1ccc2ccccc2n1	?	19%	?	-4	27	1%	-5%	-2%	18%
O=C(COC(=O)/C=C/c1cccc(Br)c1)NCc1cccs1	-7%	4%	3%	3	-11	-1%	9%	0%	-17%
COCc1nc2ccccc2n1Cc1ccc(C(C)(C)C)cc1	nt	17%	nt	7	nt	nt	7%	nt	5%
Cc1ccc(-c2nc3n(n2)C(=O)CC(c2ccc(Cl)cc2)S3)cc1 (stereo not given)	nt	?	nt	-10	nt	nt	3%	nt	-14%
CCc1nc2c(OCCOc3ccc(F)cc3)cccn2c1N(C)C(=O)c1ccc(C)cc1	nt	0%	nt	0	-60*	-9%	-24%	0%	-7%
O=[N+]([O-])c1ccc(-c2nc(-c3ccncc3)no2)cc1	2%	18µM*	-9%	1	nt	-2%	-10%	2%	-1%
COCCN(Cc1nc2ccccc2c(=O)[nH]1)C(=O)COc1c(C)cc(Cl)cc1C	5%	9%	-4%	-7	-19	-13%	2%	-5%	-29%
Cc1ccc(S(=O)(=O)N2CN(Cc3ccco3)c3nc4ccccc4nc32)cc1	8%	-14%	15%	-7	-5	-11%	-5%	-8%	-2%
N#CCCn1cc(C(=O)N2CCCCC2)c(-c2cccc([N+](=O)[O-])c2)n1	-14%	-6%	1%	-5	-14	0%	3%	16%	0%
COCCNC(=O)/C(C#N)=C1\N=C(NC(=O)c2cccs2)c2ccccc21	4%	3%	-6%	4	8	-3%	7%	7%	2%
COc1ccc(C(=O)COc2ccc(NC(C)=O)cc2)cc1	1%	3%	29%	0	-3	-16%	6%	1%[9.24 µM]	-2%
CC(C)OC(=O)c1ccccc1C(=O)c1ccc(N)c([N+](=O)[O-])c1	-2%	?	4%	0	-15	-12%	0%	-1%	-6%
CC(=O)c1cccc(NC(=O)Cn2c(C)c3cnn(-c4ccccc4)c(=O)c3c2C)c1	nt	-1%	nt	-17	nt	nt	0%	nt	-1%
CC1CC(NC(=S)N(C)C)CC(C)(C)C1 (stereo not given)	nt	-7%	nt	0	31	-2%	-3%	3%	-8%
The list continues.
SMILES	SW480 rerep	KB-V1 MDR tox	MCF10A rerep	DRD3 agonist	IL1B secr inh	HT1080NT lethal	KB-3-1 tox	HT1080 IDH1KD tx	GLP1R cytotox
Cc1ccc(C2(c3ccc(C)cc3)CC2C(=O)NCc2cccnc2)cc1 (stereo not given)	9%	-2%	2%	-16	-6	-11%	0%	2%	16%
Cc1ccccc1-c1nc(C#N)c(N2CCCCC2)o1	-1%	-5%	11%	-10	?	7%	15%	23%	10%
Nc1nnc(SCC(=O)NC2CCCC2)s1	4%	-5%	4%	-6	17	9%	-4%	14%	-5%
COc1ccc(/C=C2/SC(=O)N(CCC(=O)Nc3ccccc3)C2=O)cc1OC	-90%[inhibitor]	1%	0%	-1	0	-7%	1%	-3%	14%
O=C1OCC/C1=C\c1ccccc1	-5%	18%	-32%[inhibitor]	0	-11	16%	11%	22%	3%
CCN(CC)S(=O)(=O)c1ccc(N2CC(C(=O)NCc3cccnc3)CC2=O)cc1 (stereo not given)	-6%	-8%	0%	-6	10	19%	4%	-3%	4%
Cc1cc(F)ccc1S(=O)(=O)N1CCCOC1CNC(=O)C(=O)NCCc1ccco1 (stereo not given)	nt	?	nt	-3	10	1%	4%	1%	-5%
Cc1cc(C)cc(N=C(NO)c2cccc([N+](=O)[O-])c2)c1	-2%	-4%	3%	-1	-27	0%	-7%	-1%	10%

Entries of single compounds as entered above. Values in the order: SW480 rerep | KB-V1 MDR tox | MCF10A rerep | DRD3 agonist | IL1B secr inh | HT1080NT lethal | KB-3-1 tox | HT1080 IDH1KD tx | GLP1R cytotox
COc1cc2cc(C(c3nnnn3C3CCCC3)N3CCc4ccccc43)c(=O)[nH]c2cc1OC (stereo not given) is listed as ? | -3% | ? | -2 | 17 | -26% | 1% | -19% | 10%
CC(=O)c1cccc(NC(=O)Cn2c(C)c3cnn(-c4ccccc4)c(=O)c3c2C)c1 is listed as nt | -1% | nt | -17 | nt | nt | 0% | nt | -1%
Fc1ccc(N2CCN(Cc3cnc(Cl)s3)CC2)cc1 is listed as -1% | ? | -1% | -9 | 9 | -5% | -18% | -12% | 9%
C/C(=N\O)C(C)(C)Nc1cccc(F)c1 is listed as -10% | 12% | 7% | 0 | 0 | -11% | 1% | 8% | -8%

Screens (PubChem BioAssay)
